HIF activator = HIF pathway transcriptional activators, primary screen, cell-based, U2OS HRE-luciferase, luminescence; hit rate 0.32% among 300,000; activation, % at 7.5 µM (by protocol); U2OS HRE-luciferase reporter; normalized: DMSO 0%, desferrioxamine 100%;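 active = mean activation of at least 10% of the iron chelator positive control signal, with at least half of replicates also reaching 10%; inconclusive = mean and replicate majority disagree about reaching 10%; inactive = mean and most replicates under 10%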
aSyn UTR inh = MLPCN primary screen, SNCA 5' untranslated region | hit rate 0.82% among 300,000 | alpha-synuclein 5'UTR reporter, inhibitor activity | inhibition, % (tested at 7.5 µM); in the data active = inhibition above about 60%; inconclusive = no clear call, values can overlap the other calls;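 also: H4 neuroglioblastoma cells stably carrying SNCA 5'UTR luciferase fusion; 0% = DMSO wells and 100% = positive control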
AI-2 QS modul = Vibrio harveyi AI-2 quorum sensing modulators, primary screen, JMH597 strain, luminescence/OD600 ratio | hit rate 0.4% among 300,000 | activity change, % at 7.5 µM | Vibrio harveyi JMH597 AI-2 luminescence/OD600 ratio, 9 h; hits give low values; strain lacks LuxN and CqsS sensors; 0 = neutral-control median; in the data active = activity change below about -75%, passing the limit was not always enough; inconclusive = no clear call, values can overlap the other calls;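 also: luminescence divided by OD600 gain over 9 h not by final OD600 alone; inactives centre near 13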
HSP90 inh = HSP90 inhibitors, primary screen, cell lysate, luminescence | Heat shock protein HSP 90 (rabbit reticulocyte lysate; luciferase refolding) | Rabbit reticulocyte lysate, luciferase refolding luminescence, 3 h | inhibition, % at 5.6 µM | hit rate 0.91% among 290,000;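 active = inhibition above the screen-wide mean plus 3 SD, computed separately per campaign, cut at about 16% in these data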;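 also: 0% = DMSO wells and 100% = 60 µM geldanamycin wells; inhibitors lower the luminescence because luciferase stays unfolded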
KLF5 inh = KLF5 expression inhibitors, primary screen, DLD-1 cells, luminescence; DLD-1 KLF5 promoter-luciferase reporter; hit rate 0.23% among 290,000; inhibition, % at 5 µM; AID 1700, 2009;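 active = inhibition above a per-plate limit of that plate's mean compound inhibition plus 3 SD, cut at about 60% in these data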;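 also: 0% = DMSO wells and 100% = LY294002 at 200 µM; higher means less KLF5 promoter-driven luciferase light; inactives centre near -14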
IEC-6 cytotox = cytotoxicity in IEC-6 intestinal epithelial cells, primary screen, cytotoxicity control for KLF5 inhibitor project, cell-based, luminescence; IEC-6 cytotoxicity, luminescence viability; inhibition, % at 5 µM; hit rate 0.78% among 290,000; AID 1825, 2009; in the data active = inhibition above about 22%;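 also: 0% = plate median of test compound wells and 100% = cytotoxic reference compound wells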
GSK3 alpha inh = blockers of GSK3A enzyme activity – biochemical, luminescence, cell-free homogeneous, HTS, primary screen; hit rate 0.1% among 320,000; Glycogen synthase kinase-3 alpha (Homo sapiens), P49840; GSK-3 alpha kinase, ADP-Glo luminescence, 60 min; inhibition, % at 10 µM;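 in the data active = inhibition above about 50%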;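 also: GST-tagged GSK-3 alpha with peptide substrate and 25 µM ATP; 0% = DMSO neutral wells and 100% = GW8510 positive control wells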
Target sequence (P49840 whole entry, looked up): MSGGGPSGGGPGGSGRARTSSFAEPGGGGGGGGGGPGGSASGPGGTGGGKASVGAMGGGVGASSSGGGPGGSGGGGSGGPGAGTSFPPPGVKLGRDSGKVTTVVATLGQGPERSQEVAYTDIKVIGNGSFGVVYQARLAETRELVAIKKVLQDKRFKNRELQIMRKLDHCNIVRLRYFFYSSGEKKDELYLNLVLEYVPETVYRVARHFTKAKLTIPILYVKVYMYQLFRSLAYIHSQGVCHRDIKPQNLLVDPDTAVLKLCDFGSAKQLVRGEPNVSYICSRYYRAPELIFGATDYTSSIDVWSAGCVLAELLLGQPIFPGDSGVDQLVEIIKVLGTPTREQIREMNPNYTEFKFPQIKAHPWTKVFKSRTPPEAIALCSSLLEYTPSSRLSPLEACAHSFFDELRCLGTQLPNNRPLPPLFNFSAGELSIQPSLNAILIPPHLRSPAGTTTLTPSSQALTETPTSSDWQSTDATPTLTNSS
HSF1 activator = HSF-1 activators, primary screen, NIH3T3-HGL cells, MG132 stress, luminescence, single point | activation, % at 9 µM | NIH3T3-HGL HSF-1 luciferase reporter, 8 h; 100% = twice DMSO control signal | AID 504408, 2011 | hit rate 1.7% among 300,000;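 active = mean replicate activation of at least 50% with a set share of replicates each reaching 50%; inconclusive = only one of those two conditions met; inactive = mean below 50% and too few replicates reaching it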;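 also: 0% = median of the neutral control wells and 100% = twice that signal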
HSF1 inhib = HSF1 inhibitors in luciferase reporter cells, primary screen, cell-based, NIH3T3, luminescence | NIH3T3-HGL HSE-luciferase, MG132-induced, luminescence 8 h; hits give low values | hit rate 0.77% among 300,000 | activity change, negative = inhibition, % at 7.5 µM (by protocol);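 active = more than half of replicate wells show activity change below -50%, luminescence cut by over half; inconclusive = some wells, but at most half, below -50%; inactive = no replicate well below -50%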;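 also: luciferase reports HSF-1 transcriptional activity via heat shock element; 0% = median of DMSO wells and -100% = zero luminescence signal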
GSK3B inh = human GSK3beta kinase inhibitors, primary screen, biochemical, cell-free homogeneous, HTS; Glycogen synthase kinase-3 beta (Homo sapiens), P49841; GST-GSK3beta kinase, ADP-Glo luminescence, 60 min; hits give low values; activity score (negative = inhibition), % at 10 µM; hit rate 0.038% among 300,000;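 active = more than half of replicate wells score below -50%, meaning over 50% inhibition versus plate controls; inconclusive = some replicates but at most half score below -50%; inactive = no replicate scores below -50%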;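 also: 0% = median DMSO wells and -100% = median GW8510 positive control wells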
Target sequence (P49841 whole entry, looked up): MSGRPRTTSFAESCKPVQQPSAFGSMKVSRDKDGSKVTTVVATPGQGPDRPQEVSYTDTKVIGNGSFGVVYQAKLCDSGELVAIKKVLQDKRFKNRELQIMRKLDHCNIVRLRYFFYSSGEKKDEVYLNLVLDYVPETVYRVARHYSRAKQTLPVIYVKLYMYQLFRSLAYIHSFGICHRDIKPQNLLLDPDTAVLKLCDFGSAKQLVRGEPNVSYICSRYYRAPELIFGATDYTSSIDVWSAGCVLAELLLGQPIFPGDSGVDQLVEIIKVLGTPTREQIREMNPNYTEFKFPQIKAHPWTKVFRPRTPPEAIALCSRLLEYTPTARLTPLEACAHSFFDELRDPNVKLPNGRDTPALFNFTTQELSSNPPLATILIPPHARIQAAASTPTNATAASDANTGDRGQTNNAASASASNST
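Test system: GST-fused GSK3beta enzyme, cell-free | Quantity: 1.6 ng GST-GSK3beta enzyme per well | Reagent: 25 µM ATP with peptide substrate | Schedule: 60 min enzyme reaction, room temperature | Signal: Luminescent ADP-Glo measurement of ADP formed | Read-out basis: Score relative to plate controls | Control set: DMSO and 20 µM GW8510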
* = called active by the depositor; u = inconclusive; x = not tested or not shown.

1	c1ccc(Nc2nn[nH]n2)cc1
2	CCOC(=O)COc1ccc(C(c2c(C)[nH][nH]c2=O)c2c(C)[nH][nH]c2=O)cc1
3	CC(C)N(C(C)C)S(=O)(=O)c1ccc(NC(=O)c2cnccn2)cc1
4	Cc1cc(N)n(Cc2ccc(Cl)cc2)n1
5	Cc1ccc(S(=O)(=O)N(CC(O)CN2CCCC2)c2ccccc2)cc1 (stereo unspecified)
6	COc1cccc(N=Nc2c(=O)[nH]n3c(=O)cc(C)[nH]c23)c1
7	Cc1ccc(N2C(=O)C(Cl)=C(N3CCCCCC3)C2=O)cc1
8	CCOC(=O)N1CCC(NC(=O)C2CCCN(C(=O)N3CCOc4ccccc43)C2)CC1 (stereo unspecified)

assay / compound	1	2	3	4	5	6	7	8
HIF activator	0.1	0.0	1.1	0.1	-0.4	-0.1	-0.7	-0.2
aSyn UTR inh	3	-7	10	-7	-17	2	-16	9
AI-2 QS modul	16	13	-10	16	10	0	0	16
HSP90 inh	-1	5	4	0	1	1	5	3
KLF5 inh	-8	-36	0	-18	-14	-26	-19	3
IEC-6 cytotox	-14	0	5	3	-4	-5	7	-2
GSK3 alpha inh	-3	-1	-2	-2	-1	10	-4	22
HSF1 activator	0	21	-39	x	4	-3	5	-6
HSF1 inhib	-6	4	-17	x	-4	1	10	-2
GSK3B inh	-1	4	2	1	5	0	-2	-1

9	O=S(=O)(c1ccc(Br)s1)N1CCc2ccccc2C1
10	CCOc1ccc(CC2c3cc(OCC)c(OCC)cc3CCN2C(=O)c2cc(OC)c(OC)c(OC)c2)cc1OCC (stereo unspecified)
11	CC(=O)c1sc(NC(=O)C(C)Oc2ccc3c(C)cc(=O)oc3c2)nc1C (stereo unspecified)
12	C1CCC(Nc2nnnn2C2CCCCC2)CC1
13	Cc1ccc(-c2nc3ccccc3n2C)o1
14	COCCCNC(=O)CSc1nc2ccccc2c(=O)n1Cc1ccc2c(c1)OCO2
15	COc1ccc(/C=C2\SC(=O)N(CCNC(=O)C3CSC4(C)CCC(=O)N34)C2=O)cc1 (stereo unspecified)
16	Cc1nn(C(C)C)c(C)c1CN1CCCC(CCC(=O)NCc2ccccc2F)C1 (stereo unspecified)

assay / compound	9	10	11	12	13	14	15	16
HIF activator	-0.2	-0.8	-2.4	-0.1	1.4	-0.4	3.5	0.0
aSyn UTR inh	-2	45	1	-2	-155	20	-35	-3
AI-2 QS modul	14	6	22	19	7	16	8	17
HSP90 inh	3	1	-3	0	8	-5	x	1
KLF5 inh	3	-25	-17	-4	-121	-17	x	-1
IEC-6 cytotox	4	-4	-21	-7	5	0	x	-1
GSK3 alpha inh	-1	-3	-2	0	1	-9	-2	-2
HSF1 activator	22	3	40	-65	40	26	8	5
HSF1 inhib	3	-5	5	-59*	10	6	2	-7
GSK3B inh	-2	-1	-1	-1	-2	17	0	-24

17	c1ccc(C(c2ccccc2)N2CCN(c3ccc4ccccc4n3)CC2)cc1
18	Cc1ccc(S(=O)(=O)N(C)c2ccc(OCC(=O)Nc3nc4ccccc4s3)cc2)cc1
19	O=C(Cc1ccccc1)NNC(=O)Cc1ccccc1
20	CCC(C)NC(=O)CS(=O)Cc1nc(-c2cccc(C)c2)oc1C (stereo unspecified)
21	Cc1ccc(S(=O)(=O)N(C)C)cc1NC(=S)NCc1ccco1
22	Cc1cc(C)nc(NC(=NCCc2c[nH]c3ccccc23)NC(=O)Nc2cccc([N+](=O)[O-])c2)n1
23	Cc1ccc(NC(=O)NCC(c2ccccc2)N(C)C)cc1 (stereo unspecified)
24	COc1cc(SC)ccc1C(=O)N(Cc1ccccc1)c1ccccc1

assay / compound	17	18	19	20	21	22	23	24
HIF activator	-0.8	-0.7	0.2	-0.3	0.2	x	2.3	-0.5
aSyn UTR inh	29	2	13	8	11	34	-107	28
AI-2 QS modul	16	24	17	14	-10	23	0	6
HSP90 inh	3	1	-1	-1	1	-6	5	0
KLF5 inh	-20	-23	8	-24	-49	-7	-19	-22
IEC-6 cytotox	2	-2	2	3	-5	-2	3	-3
GSK3 alpha inh	-2	-1	0	-1	12	-2	-3	1
HSF1 activator	2	16	4	1	-13	x	25	48
HSF1 inhib	-4	1	8	2	5	x	3	13
GSK3B inh	3	-3	-3	0	-2	0	-4	-1

25	COc1ccc2nc(C)cc(Nc3ccc(C)cc3)c2c1
26	CCOC(=O)C(NC(=O)c1ccccc1Cl)(Nc1ccc(C(F)(F)F)cc1)C(F)(F)F (stereo unspecified)
27	Cc1cccc(-c2nnc(SCC(=O)Nc3ncccn3)n2C)c1
28	O=c1c2ccccc2ncn1Cc1ccc(Cl)c(Cl)c1
29	CCC(=O)N1CC(C)C(=O)Nc2ccccc21 (stereo unspecified)
30	COc1cc(CNCCCN2CCOCC2)cc(Br)c1OCc1ccc(Cl)cc1
31	CC1CC(C)CN(S(=O)(=O)c2ccc(NN)nc2)C1 (stereo unspecified)
32	CCOC(=O)N1CCC2(CC1)C(C(=O)C13CC4CC(CC(C4)C1)C3)C2(C#N)C#N (stereo unspecified)

assay / compound	25	26	27	28	29	30	31	32
HIF activator	-4.4	0.2	0.2	-0.7	-1.0	-0.9	-0.1	-0.3
aSyn UTR inh	27	-14	-10	-4	6	-30	16	-37
AI-2 QS modul	16	21	9	14	8	10	4	6
HSP90 inh	-1	7	6	-4	-2	7	2	0
KLF5 inh	-28	0	-18	1	-19	-19	-7	-7
IEC-6 cytotox	4	-4	6	4	-4	53*	-1	-3
GSK3 alpha inh	-3	-3	1	-4	0	5	-1	5
HSF1 activator	5	4	-24	34	23	-9	-20	5
HSF1 inhib	1	-1	-7	6	5	0	-1	0
GSK3B inh	-1	-1	-1	2	1	-4	-2	1

33	C=CCn1c(=O)c2ccc(C(=O)NCc3ccccc3)cc2n(Cc2ccc(Cl)cc2)c1=O
34	CCOC(=O)c1sc(NC(=O)C2CC2)nc1C
35	CCOCCCNC(=O)CN1C(=O)c2ccccc2Sc2ncccc21
36	CCc1cc(C(=O)c2ccc(OC)cc2)c(NC(=O)CCC(=O)O)s1
37	COc1ccc(C(NC(=O)N2CC(C)OC(C)C2)C(Cl)(Cl)Cl)cc1F (stereo unspecified)
38	COc1cc2c(cc1OC)CN(C(=O)COc1ccc(C#N)cc1)CC2
39	Cc1cc(C)cc(N2C(=O)C3CCCN3C2=S)c1 (stereo unspecified)
40	C=CCNc1nc(-c2cccs2)c(CC(=O)O)s1

assay / compound	33	34	35	36	37	38	39	40
HIF activator	-0.6	0.3	-0.1	-0.3	-0.5	-2.8	-0.5	0.1
aSyn UTR inh	40	-4	-10	18	3	-8	10	-22
AI-2 QS modul	-7	17	24	2	12	19	14	28
HSP90 inh	3	-1	-8	2	0	3	1	1
KLF5 inh	4	-1	-68	-16	-15	-6	-13	-15
IEC-6 cytotox	1	2	1	1	6	0	3	-2
GSK3 alpha inh	1	25	-3	-2	x	2	-3	-4
HSF1 activator	-19	9	13	1	-9	11	-3	11
HSF1 inhib	-23	1	0	4	-5	11	-4	26
GSK3B inh	-3	1	3	3	5	4	-1	-4

41	O=C1CCCC2=C1C(c1ccc(O)c(O)c1)Nc1ccc3ccccc3c12 (stereo unspecified)
42	O=C(NNC(=O)c1cc2ccccc2oc1=O)c1ccccc1[N+](=O)[O-]
43	CN(CCNC(=O)C1CCN(S(=O)(=O)c2cnc[nH]2)CC1)Cc1ccccc1
44	Cc1ccccc1NS(=O)(=O)c1cccc2nsnc12
45	C/C=C/c1ccc(OCCCCOc2c(OC)cccc2OC)c(OC)c1
46	CC(Sc1ccccc1)C(=O)NCC1COc2ccccc2O1 (stereo unspecified)
47	N#Cc1cc2cc3c(cc2nc1SCC(=O)N1CCOCC1)OCCO3
48	CCS(=O)(=O)N1CCC(C(=O)NCc2ccc3c(c2)OCO3)CC1

assay / compound	41	42	43	44	45	46	47	48
HIF activator	-1.3	0.6	-1.7	-1.0	0.4	-21	-3.5	0.4
aSyn UTR inh	17	-7	-5	25	31	-2	110*	-9
AI-2 QS modul	20	18	15	9	32	12	6	30
HSP90 inh	x	3	2	-3	-6	x	21*	-4
KLF5 inh	x	-14	-22	-6	19	x	-61	-29
IEC-6 cytotox	x	8	-1	2	1	x	5	1
GSK3 alpha inh	3	-1	1	-1	0	-2	1	3
HSF1 activator	8	5	-12	1	-16	25	-44	2
HSF1 inhib	5	2	-4	-1	-7	7	u	-3
GSK3B inh	-1	0	0	-2	3	0	1	-1

49	O=c1cc(-c2ccncc2)oc2ccccc12
50	COc1ccc(Cc2nc3ccc(C(=O)N(C)CCn4ccnc4)cc3o2)cc1OC
51	COCCNc1ncnc2c1cnn2-c1ccc(Cl)cc1
52	COC(=O)c1cc(C(=O)OC)cc(-n2c(C)cc(C=O)c2C)c1
53	CC(=O)Oc1ccc(/C=c2\sc3ncnn3c2=O)cc1
54	CC(C)C(OC(=O)c1cc2c(s1)CCCCC2)C(=O)NC(N)=O (stereo unspecified)

assay / compound	49	50	51	52	53	54
HIF activator	x	2.7	1.0	-0.5	-0.2	0.5
aSyn UTR inh	x	-78	-78	-1	-32	-22
AI-2 QS modul	7	-5	15	13	38	18
HSP90 inh	1	2	6	2	1	4
KLF5 inh	-36	-25	-163	1	-9	-7
IEC-6 cytotox	-1	1	6	-5	-2	7
GSK3 alpha inh	58*	-3	-1	0	1	-2
HSF1 activator	x	5	-8	3	2	21
HSF1 inhib	x	6	-4	3	1	5
GSK3B inh	-41	2	1	1	2	2

Assay outcomes from PubChem.
